Screening results: PubChem BioAssay, several laboratories
Dynein cargo inh = dynein cargo transport inhibition | 3617.4 mouse cells, GR-EGFP nuclear translocation imaging; test concentration mostly 20 µM; stimulated with dexamethasone, 1 µM; hits give low values | z-score, hits read low | actives 0.47% (n = 220,000) | AID 1381;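 active = plate z-score of nuclear minus cytoplasmic receptor signal below a set negative limit, without overly bright fluorescence or cell loss, cut at about -3.5 in these data, passing the limit was not always enough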;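 also: z-score of nuclear minus cytoplasmic ring GR-EGFP intensity difference per well; some compounds called inactive have numbers as strong as hits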
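Buffer or medium – tet-free medium with charcoal-stripped serum · Signal – automated 10x imaging of fixed Hoechst-stained cells · Also added – dexamethasone agonist, 1.0 µM final, for 30 min · Incubation – induction 48 h, compound 1 h, agonist 30 min · Read-out – GR-EGFP nuclear translocation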
TNAP activators = human TNAP enzyme activators, primary screen, biochemical, luminescent, no phosphate acceptor, uHTS (AID 1001); actives 0.03% (n = 200,000); purified TNAP, luminescent activation assay, no phosphate acceptor; higher activation fold means a stronger effect; activation fold at 20 µM; hits with a dose series show EC50 in µM; in the data active = activation fold from about 3, or a potency from the dose series; inactive = the rest, 99 in 100 with activation fold below about 1.6; also: many of its hits are not listed in these tables
MT stabilizer = microtubule stabilization, imaging screen; AID 2205; HeLa tubulin immunostaining HCS, 24 h; share of cells brighter than vehicle mean+2SD; actives 0.83% (n = 200,000); % tubulin-high responders, % at 10 µM;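 active = plate Z-score above 3 for both tubulin-high and condensed-nucleus cell shares, with cell loss under 80%, at 10 µM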;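 also: anti alpha tubulin signal scored within the nucleus-defined area of each cell; some results filed as inactive read as strong as hits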
Hep lipid drop = hepatic lipid droplet formation modulation; actives 0.4% (n = 240,000); AML12 mouse hepatocytes, oleate lipid droplets, BODIPY imaging; AID 1656; inhibition, % at 6.5 µM;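 active = lipid droplet intensity inhibited by at least 50%, with more than 500 cells counted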
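Material – mouse AML12 hepatocyte cell line, fixed after treatment · Compound dosing – one dose, 6.5 µM compound · Times – compound with oleate, overnight · Measured by – Image-based BODIPY and DAPI two-channel analysis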
Myeloid diff 2 = compounds promoting myeloid differentiation | AID 624256 | ER-HoxA9 myeloid progenitors, lysozyme-GFP differentiation, flow cytometry | calls only at 10 µM | actives 1% (n = 360,000);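 active = normalized GFP-positive differentiation at or above the plate's own cutoff, the solvent-only control mean plus 3 SD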;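 also: cells exposed to compound for four days before flow analysis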
PMI inhibitors = inhibitors of human PMI, primary screen, biochemical, fluorescence intensity, coupled assay (AID 1209). purified PMI enzyme, coupled fluorescence intensity; higher % means a stronger effect. inhibition, % at 20 µM, or IC50 in µM where a hit was titrated. actives 0.42% (n = 190,000); in the data active = inhibition above about 50%;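 also: plate controls were DMSO vehicle for no effect and wells lacking substrate for full effect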
Insulin prom up = MIN6 insulin promoter up-regulation; MIN6 insulin promoter-GFP reporter, high-content imaging; hits give high values; z-score at 5 µM; actives 0.3% (n = 190,000); AID 1625;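 active = z-score above 3 at 5 µM with at least 500 cells counted in the well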
T cell HTS = T cell immune modulators affecting CD8 T cell-vesicle binding. 2C CD8+ T cell-vesicle binding, flow cytometry; hits give low values. calls only at 7 µM. actives 0.068% (n = 330,000). AID 2052;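 active = response, share of CD8 T cells binding vesicles, and their 90th percentile fluorescence all below set limits, cut at about 80% in these data, passing the limit was not always enough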
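incubation = binding step 1.5 h, 37 °C, antibody labelling 20 min, ice | test system = 2C mouse CD8+ T cells | read-out basis = percent CD8+ FL2 mean versus row control | controls = Peptide-free naked vesicles (low) and QL9 vesicles with 0.7% DMSO vehicle (high) | detection = flow cytometry of vesicle-bound cells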
bCat nuc transl = modulators of beta-catenin nuclear translocation; HeLa beta-catenin nuclear translocation, immunofluorescence imaging; nuclear translocation activity, % at 5 µM; actives 0.3% (n = 190,000);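 active = nuclear translocation activity above 50% at 5 µM, with a well cell count of 50 or more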;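 also: per-cell ratio of nuclear to cytoplasmic median beta-catenin stain intensity; plate controls were DMSO negative control for no effect and GSK-3 inhibitor IX positive control for full effect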
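Test system: HeLa cells, endogenous beta-catenin; Compound: single 5 µM dose plus 0.02–20 µM confirmation series; Times: compound exposure 24 h at 37°C; Signal: fluorescence imaging of beta-catenin antibody stain plus DAPI; Read-out: % activation, nuclear-to-cytoplasmic median beta-catenin signal ratio per cell.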
Dynein cargo inh cytoplasmic EGFP = recorded beside Dynein cargo inh, whose call it bears; z-score; measured here: cytoplasmic GR-EGFP intensity; hits give high values
Dynein cargo inh nuclear GR-EGFP = recorded beside Dynein cargo inh, whose call it bears; z-score; measured here: nuclear GR-EGFP intensity;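 lower value marks the stronger effect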
Dynein cargo inh cell count = second read-out of Dynein cargo inh, no call of its own (marks repeat the call); z-score; measured here: cell count per field
Insulin prom up cell count = also measured in Insulin prom up; calls as there; cell count; measured here: cytotoxicity, nuclei count;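 total cells summed across four imaged fields per well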
Hep lipid drop cells 6.5 µM = second read-out of Hep lipid drop, no call of its own (marks repeat the call); cell count; measured here: cell count, cytotoxicity flag;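 cells counted across two imaged fields per well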
bCat nuc transl cell count 5 µM = also measured in bCat nuc transl; calls as there; cell count; measured here: cell count, cytotoxicity flag
T cell HTS vesicle-bound % = second read-out of T cell HTS, no call of its own (marks repeat the call); double positive events, %; measured here: CD8+ vesicle-bound cell fraction;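 binding gate set so that unloaded-vesicle control wells show 10% double positive cells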
MT stabilizer Hoechst-high % = recorded beside MT stabilizer, whose call it bears; % Hoechst-high responders; measured here: nuclear condensation Hoechst responders;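 share of cells brighter than vehicle mean plus two SD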
MT stabilizer cytotoxicity % = second read-out of MT stabilizer, no call of its own (marks repeat the call); toxicity, %; measured here: cytotoxicity by cell density;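 0% = mean cell density of plate MIN control wells and 100% = no cells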
Myeloid diff 2 GFP+ MAC1+ % = recorded beside Myeloid diff 2, whose call it bears; GFP+ MAC1+ double positive, %; measured here: differentiation confirmed by MAC1 staining
* = called active by the depositor; i = inactive; . = no result given.

SMILES	Dynein cargo inh	Dynein cargo inh cytoplasmic EGFP	Dynein cargo inh nuclear GR-EGFP	Dynein cargo inh cell count	TNAP activators	MT stabilizer	MT stabilizer Hoechst-high %	MT stabilizer cytotoxicity %	Hep lipid drop	Hep lipid drop cells 6.5 µM	Myeloid diff 2	Myeloid diff 2 GFP+ MAC1+ %	PMI inhibitors	Insulin prom up	Insulin prom up cell count	T cell HTS	T cell HTS vesicle-bound %	bCat nuc transl	bCat nuc transl cell count 5 µM
CCOc1cc2c(cc1OCC)C(C(=O)O)C(c1cc(Br)c(O)c(OC)c1)N(C)C2=O (stereo not drawn)	-0.37	0.17	-0.08	-0.6	1.1	2.6	1.1	9.7	.	.	i	1.6	8%	0.06	1460	i	41	-0.2	1279
Cc1ccc(CSC2=CS(=O)(=O)c3ccccc3N2)cc1	-1	-0.066	-0.068	0.15	1	3.4	2.3	7.3	.	.	i	0.3	-7%	.	.	i	37	.	.
Cn1nc(N)c2c(-c3ccc(Cl)cc3)c(C#N)c(N)nc21	-0.021	-0.22	0.038	0.58	1.1	3.9	2.0	5.5	-4	612	i	0.6	-5%	-0.19	1295	i	48	.	.
Cc1cc(C)cc(NC(=O)Cn2c(-c3ccccc3Cl)nc3ccccc32)c1	0.89	-0.096	0.42	-0.92	2.4	4.9	2.6	1.4	-6	720	i	0.5	9%	.	.	i	47	3.2	1053
COC(=O)CN1C(=S)N(c2ccc(Cl)cc2)C(=O)C1CC(=O)Nc1ccccc1 (stereo not drawn)	-0.95	-0.3	-0.92	0.66	1.1	3.5	3.7	7.7	20	621	i	0.6	11%	-0.7	1305	i	32	1.4	520
O=C1N(Cc2ccc(F)cc2)CCN1c1ccc(F)cc1	-0.78	-0.27	-0.5	0.73	1.1	4.4	2.9	3.5	-13	739	i	0.3	12%	-0.83	1440	i	36	2.8	967
CCOc1[nH]n(-c2ccccc2)c(=O)c1C=NCc1cccnc1	1.6	-0.3	1	-1.1	1	4.1	2.8	7.2	8	703	i	0.2	-7%	0.08	1026	i	60	0.5	1053
COc1cc(CN2CCN(Cc3ccc(C)cc3)C(CCO)C2)cc(OC)c1O (stereo not drawn)	-0.35	-0.31	-0.69	1	1.1	2.6	1.6	8.0	17	734	i	0.5	26%	0.12	1409	i	2	-2.9	1113
CCC1CCCN1Cn1cnc2c([nH]c3ccc(Cl)cc32)c1=O (stereo not drawn)	-0.42	-0.21	0.65	0.065	1.1	3.5	1.8	3.1	2	738	i	1.3	5%	0.05	1293	i	13	-3.3	616
C=CCC1CCCC(=O)N2CC[C@H](O)C12 (stereo partly drawn)	-0.85	-0.33	0.13	1.7	1.1	3.0	1.7	4.2	7	742	i	1.8	12%	1.1	1111	i	14	.	.
CC(C)(C#N)NC(=O)C(=O)c1c(-c2ccccc2)cc2ccccn12	-0.59	-0.22	0.25	0.23	.	.	.	.	1	696	i	0.5	.	-0.68	1108	i	37	0.5	1259
CC(C)CC(c1nnnn1CCc1ccccc1)N1CCN(C(=O)c2ccco2)CC1 (stereo not drawn)	-0.78	-0.18	-0.095	-0.058	1.1	3.5	1.4	5.1	.	.	i	0.9	7%	.	.	i	22	0.7	1122
CCOC(=O)c1nnn2c3ccccc3c(=O)n(C)c12	-0.29	-0.23	-0.47	0.52	.	.	.	.	5	658	i	0.6	.	-0.24	1092	i	34	-0.4	1272
CCCn1nc(NC(=O)c2cccs2)c2cc3ccccc3nc21	-0.17	-0.16	-0.75	-0.2	1.1	1.9	1.7	12	.	.	i	2.3	11%	0.44	1614	i	22	-0.6	1315
Cc1ccc(-c2ccc(/C=N/c3ncn[nH]3)o2)cc1Cl	-0.14	0.092	-0.18	-0.42	1	3.9	1.1	0.3	-10	747	i	0.9	2%	-0.18	1081	i	54	.	.
COC(=O)c1ccc(C(=O)OC)c(NC(=S)N2CCCC(CO)C2)c1 (stereo not drawn)	0.069	-0.25	-0.11	0.56	1.1	7.2	1.7	15	23	712	i	0.6	-8%	0.15	1699	i	51	-4.5	1089
N=c1sccn1CC(=O)Nc1ccccc1Cc1ccccc1	0.2	-0.0095	0.44	0.13	1.1	5.5	2.8	7.6	.	.	i	2.3	0%	0.17	1131	i	53	-3.4	982
Cc1nc2ccccc2n1CSc1ccccc1	-0.62	-0.31	-0.45	0.16	1.1	2.0	2.2	4.9	-7	616	i	0.2	13%	0.25	1206	i	46	0.3	483
Cc1ccc(S(=O)(=O)N(Cc2cc3cc4c(cc3[nH]c2=O)OCCO4)CC2CCCO2)cc1 (stereo not drawn)	0.27	-0.22	-0.12	0.43	1.1	1.8	1.5	5.9	.	.	i	0.9	5%	0.8	968	i	10	-2.0	1160
COC(c1ccccc1)c1nnc(CCC(=O)N(C)CCc2ccccc2)o1 (stereo not drawn)	0.29	-0.35	0.45	0.54	1.1	.	.	.	-10	714	i	0.3	7%	0.27	1370	i	61	0.9	954
CC1=C(C(=O)OCC(C)C)C(c2ccc(F)cc2)NC(=O)N1 (stereo not drawn)	2.7	0.13	2.1	-1.2	1.1	3.4	4.1	7.1	.	.	i	0.2	5%	0.15	1427	i	31	-0.2	980
O=C(O)Cn1c(COc2ccc(Cl)cc2)nc2ccccc21	-0.5	-0.19	-0.13	-0.13	.	.	.	.	-4	727	i	0.3	.	-0.08	1432	i	28	-0.8	1160
N#C/C(=C/c1ccc(Sc2nc3ccccc3[nH]2)o1)c1cccc(Br)c1	0.67	0.66	0.62	-0.53	1.2	2.0	0.9	6.7	0	682	i	0.3	24%	0.15	861	i	43	.	.
O=C(CSc1ncn[nH]1)c1cc2ccccc2o1	-0.17	-0.19	-0.089	-0.74	1.1	2.1	1.5	9.4	0	676	i	0.1	7%	-0.39	1401	i	56	-2.9	1120
CC1=CCC(C(C)(C)NC(=O)c2ccccc2)C/C1=N\O (stereo not drawn)	0.39	-0.12	0.22	-0.44	.	2.9	0.1	28	.	.	i	9.3	.	.	.	i	30	.	.
Cc1ccc(NC(=O)N2CCCCC2)cc1NC(=O)N1CCCCC1	-0.36	-0.25	-0.45	-0.13	.	.	.	.	14	737	i	0.8	.	-0.08	1363	i	64	-1.5	1137
CCN(CC)c1ccc(NC(=O)c2cnn(CC)c2)cc1	0.13	-0.21	0.4	-0.31	1.1	1.6	1.4	3.0	.	.	i	0.5	1%	-0.12	1738	i	47	-0.5	1367
O=S(=O)(NCCNS(=O)(=O)c1ccccc1)c1ccccc1	0.11	0.27	0.45	-0.033	1.2	1.3	1.4	1.7	0	825	i	2.2	-6%	-0.59	1016	i	48	-7.4	1247
CCOC(=O)c1c(C)c(C(=O)NCCc2ccc(S(N)(=O)=O)cc2)c(C)n1CC	-0.1	0.75	-0.052	0.71	1	2.5	3.3	15	.	.	i	4.8	6%	0.02	1424	i	37	0.3	1410
CCCCCc1cc(=O)oc2c(C(CCN(CC)CC)c3cc(OC)c(OC)c(OC)c3)c(OC)cc(OC)c12 (stereo not drawn)	-4.9	0.1	-2.2	-4.4	.	.	.	.	23	706	i	0.3	.	.	.	i	43	5.4	915
O=C(O)CSc1nnc(Cc2cccc3ccccc23)n1-c1cc(C(F)(F)F)cc(C(F)(F)F)c1	-0.67	-0.16	-0.42	0.86	.	.	.	.	.	.	i	0.2	.	-0.59	1413	i	31	-0.6	1261
CC(C)c1nnc(-c2ccc(Cl)cc2)c(N(C)C)n1	-0.23	-0.21	0.5	0.96	1	3.2	1.7	3.1	.	.	i	1.3	6%	0.16	1658	i	45	-0.2	1351
S=C1NCCc2ccccc2C1c1ccccc1 (stereo not drawn)	0.19	-0.27	0.51	-0.58	0.9	2.6	1.7	5.2	-4	792	i	1.6	1%	.	.	i	35	0.2	876
Cc1csc2c(=O)sc(NC(=O)c3ccc(F)cc3)nc12	-0.45	-0.19	0.2	-0.042	.	.	.	.	-18	687	i	0.2	.	-0.04	1023	i	19	-0.2	1335

Only T cell HTS and Myeloid diff 2 (three entries from above):
| Structure | T cell HTS | Myeloid diff 2 |
| --- | --- | --- |
| O=S(=O)(NCCNS(=O)(=O)c1ccccc1)c1ccccc1 | i | i |
| CCOC(=O)c1c(C)c(C(=O)NCCc2ccc(S(N)(=O)=O)cc2)c(C)n1CC | i | i |
| CCCCCc1cc(=O)oc2c(C(CCN(CC)CC)c3cc(OC)c(OC)c(OC)c3)c(OC)cc(OC)c12 (stereo not drawn) | i | i |
